AID inhibitor: Primary qHTS assay for inhibitors of Activation Induced Cytidine Deaminase (AID): AID signal; AID deamination FRET fluorescence, UDG-coupled, 4 h; hit rate 0.32% among 91,000; Single-stranded DNA cytosine deaminase (Homo sapiens), Q9GZX7; Potency, µM (series often up to 115 µM), for the others: at the highest dose activity change, negative = inhibition, actives largely listed as inhibitors; note: nearly all actives have a fitted effect of over 25% in size
Target sequence (Q9GZX7 whole entry, looked up): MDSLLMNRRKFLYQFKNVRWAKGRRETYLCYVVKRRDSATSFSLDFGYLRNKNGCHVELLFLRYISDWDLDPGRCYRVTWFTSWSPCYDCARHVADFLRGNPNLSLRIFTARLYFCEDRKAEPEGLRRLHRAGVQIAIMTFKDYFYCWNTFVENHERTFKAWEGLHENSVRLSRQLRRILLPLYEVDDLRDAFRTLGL
UDG counter: Primary qHTS assay for inhibitors of Activation Induced Cytidine Deaminase (AID): UDG Counterscreen signal; Uracil-DNA glycosylase; hit rate 0.14% among 91,000; Potency, µM (top dose mostly 115 µM), for the others: at the top dose activity change, negative = inhibition, hits mostly inhibitors; FRET deamination/UDG coupled assay, UDG read, 4 h; note: nearly all actives have a fitted effect of over 65% in size
* = called active by the depositor; ? = inconclusive; & = joins results of further samples; [ ] = remark or other dose. Calls come from the whole dose curve; as a rule, active = well fitted curve in the direction sought with a large enough effect; inconclusive = small, poorly fitted or top-dose-only effect, or another doubt; inactive = no such curve, though single readings can be large; an effect the other way counts as inactive or inconclusive. % is set by controls: 0 for no effect and ±100 for the full control effect; potency is the fitted concentration of half-maximal effect. A portion of the library; the hit share may differ from the screen's.

#	SMILES	AID inhibitor	UDG counter
1	Cc1oc(-c2ccccc2Cl)nc1CS(=O)(=O)CC(=O)NC(C)c1ccccc1 (stereo not drawn)	?	-15%
2	O=C(Cn1cc(C(=O)c2ccco2)c2ccccc21)Nc1ccc(Br)cc1	6%	20%
3	COc1ccc(OC)c(S(=O)(=O)Nc2cccc(-c3ccc(N4CCCCC4)nn3)c2)c1	4%	?
4	Cc1ccc(C)c(CN2C(=O)c3ccccc3S(=O)(=O)c3ccc(C(=O)N4CCN(c5ccccc5)CC4)cc32)c1	-26%	-17%
5	Cc1cccc(C(=O)Nc2sc3c(c2C(=O)O)CCCC3)c1	?	-6%
6	CCOc1ccc(S(=O)(=O)NCC(c2ccco2)S(=O)(=O)c2cccs2)cc1 (stereo not drawn)	4%	-1%
7	O=C(Cn1ncc2c1-c1ccccc1OC2)N1CCN(c2ccccc2)CC1	-24%	?
8	O=C(CSc1nc2ccsc2c(=O)n1-c1ccc(Cl)cc1)NCc1ccc(Cl)cc1	-23%	-10%
9	CCN(CC)C(=O)CSc1nc(-c2ccccc2)cc(-c2ccc(OC)cc2)c1C#N	-2%	-3%
10	COc1ccc(-n2cc(-c3ccccc3)c3c(NCc4cccc(Cl)c4)ncnc32)cc1	?	-11%[57.5 µM]
11	CCCCCNC(=O)c1cc2c(=O)n3ccccc3nc2n1C	-5%	1%
12	CC(NC(=O)c1ccc[n+]([O-])c1)c1ccc2ccccc2c1 (stereo not drawn)	11%	8%
13	Cc1cc(C(=O)N/N=C/c2ccncc2)cs1	-2%	-1%
14	CCc1sc(Nc2cccc(Cl)c2C)nc1-c1cc2cccc(OC)c2oc1=O	2%	3%
15	COc1ccc(N2CCN(C(=O)CCc3nnc4n(C)c(=O)c5sccc5n34)CC2)cc1	20%	11%
16	COc1ccc(S(=O)(=O)N2CCN(c3ccccc3F)CC2)cc1-c1noc(C)n1	5%	-7%
17	CCOc1ccc(/C=C/c2nc(C#N)c(N3CCN(c4ccccc4)CC3)o2)cc1	2%	5%
18	CCCCc1ccc(NC(=S)NCCCOC(C)C)cc1	-11%	-1%
19	CC(CCc1ccco1)NC(=O)c1ccc(S(C)(=O)=O)cc1 (stereo not drawn)	-6%	2%
20	O=C(CN1CCN(c2nccs2)CC1)NCc1ccccc1F	-1%	-5%
21	O=c1n(Cc2ccc([N+](=O)[O-])cc2)c2ccccc2c2nc(-c3ccccc3)nn12	1%	-11%
22	Cc1ccc(CN(Cc2ccco2)C(=O)COc2ccc(Cl)cc2Cl)cc1	?	-11%
23	CCCc1nc2ccccc2c(C(=O)OCC(=O)NC(=O)NC(C)C)c1CC	-2%	2%
24	COc1cccc(NC(=O)CCc2c(C)c3ccc(O)c(C)c3oc2=O)c1	2%	2%
25	CCc1ccc(CNC(=O)c2nn(-c3ccc(OC)c(Cl)c3)c(=O)c3c2c2ccccc2n3C)cc1	0%	-2%
26	COc1ccc(-n2nc3c(N4CCCC(C(=O)NCc5ccc(C)cc5)C4)nnc(C)c3c2C)cc1 (stereo not drawn)	?	-16%
27	O=C(NCc1cccnc1)c1ccc2c(c1)-c1ccccc1C2	2%	4%
28	CCN(CC)C(=O)c1sc2c(c1C)c(=O)n(CCc1ccccc1)c(=O)n2Cc1cc(C)ccc1C	1%	14%
29	Cc1ccc(NC(=O)c2cc(C)nc3ccccc23)cc1	-12%	0%
30	COc1ccc(-c2nc(CN3CCC(C(=O)NCCc4ccccc4)CC3)c(C)o2)cc1OC	-18%	-28%

Full records, looked up by structure. Order of values: AID inhibitor | UDG counter
COc1ccc(-n2cc(-c3ccccc3)c3c(NCc4cccc(Cl)c4)ncnc32)cc1 in the list: ? | -11%[57.5 µM]
CCOc1ccc(S(=O)(=O)NCC(c2ccco2)S(=O)(=O)c2cccs2)cc1 (stereo not drawn) in the list: 4% | -1%
COc1cccc(NC(=O)CCc2c(C)c3ccc(O)c(C)c3oc2=O)c1 in the list: 2% | 2%

More results follow.
#	SMILES	AID inhibitor	UDG counter
31	COc1ccc(-c2noc(CC(=O)N(C)c3cccc(C)c3)n2)cc1	-5%	10%
32	O=C(CCC(=O)c1ccc2c(c1)CCC2)Nc1ccc2c(c1)CCC2	-4%	-3%
33	COc1ccc(C(C)=O)cc1CS(=O)(=O)Cc1cccc(F)c1	-10%	-6%
34	COCCn1cnnc1SCc1ccc(F)cc1	14%	3%
35	CCSCCC(=O)NCCC(=O)N(C)Cc1ccccc1	-4%	2%
36	COc1cc(OC)c(NC(=O)C2CCCN(c3ccc4nncn4n3)C2)cc1Cl (stereo not drawn)	0%	-6%
37	COc1ccccc1CNc1nccn(-c2ccccc2)c1=O	4%	0%
38	C#CCOc1c(Cl)cc(/C=C2\NC(=O)NC2=O)cc1OCC	3%	0%
39	COc1cc(/C=C/C(=O)Oc2ccc3ccc(=O)oc3c2)ccc1OS(=O)(=O)c1ccc(C)cc1	-6%	-5%
40	COc1cccc(C(=O)n2nc(-c3cccnc3)nc2NCc2ccc(F)cc2)c1	5%	-1%
41	CCCSc1ncc(Cl)c(C(=O)N(Cc2ccc(N(C)C)cc2)C2CCS(=O)(=O)C2)n1 (stereo not drawn)	-7%	-10%
42	CCCCCCCCCNC(=O)c1nccnc1N	-17%	-13%
43	O=S(Cc1ccc(F)cc1)Cc1cccc(C(F)(F)F)c1 (stereo not drawn)	-9%	1%
44	Cc1ccc(NC(=O)Cn2cc(S(=O)(=O)N3CCCC3)c(S(=O)(=O)N3CCCC3)c2)c(C)c1	31%[activator][57.5 µM]	0%[57.5 µM]
45	C=Cc1ccc(Cn2c(C)c(CNCc3ccccc3C)c(C(=O)O)c2C)cc1	15%	-17%[57.5 µM]
46	O=C(Cn1cnc(NC(=O)c2ccccc2)n1)NCc1ccccc1	-3%	0%
47	CCN1CCN(CC(=O)Nc2oc3ccccc3c(=O)c2-c2ccc(OC)c(OC)c2)CC1	-3%	11%
48	CCc1ccc(CNC(=O)Cn2nc(-c3ccc(C)cc3)ccc2=O)cc1	?	-6%[57.5 µM]
49	CCCc1cc(=O)[nH]c(Nc2ccc(C)c(O)c2)n1	36%[activator]	35%[activator]
50	O=S(=O)(NCc1ccc(S(=O)(=O)N2CCCCC2)cc1)c1ccc2c(c1)CCC2	-1%	0%
51	COc1cccc(CNC(=O)C(=O)Nc2ccc3nc4n(c(=O)c3c2)CCCCC4)c1	-1%	-12%[57.5 µM]
52	O=C(CCC(=O)c1ccc2c(c1)CCC2)NC1CCCC1	6%	7%
53	COCCOC(=O)/C(C#N)=C\c1ccc(O)c(OC)c1	7%	8%
54	Cc1cc(/C=C(\C#N)c2cccc(C(F)(F)F)c2)c(C)n1C	-12%	1%
55	O=C(O)CCC(NC(=O)C1(c2ccccc2)CCCC1)C(=O)O (stereo not drawn)	5%	13%
56	CCOC(=O)c1c(NC(=O)c2ccc(S(=O)(=O)N(C)C)cc2)sc2c1CCN(C)C2	20%	-5%
57	CCOC(=O)c1c(NC(=O)COc2ccc(Br)cc2)sc2c1CCCC2	23%	-12%
58	CS(=O)(=O)N(Cc1ccccc1)c1ccc(C(=O)Nc2ccc(Cl)cc2)cc1	?	-20%
59	COc1ccc(NC(=O)c2ccco2)cc1NC(=O)C(C)Oc1ccc(Cl)cc1Cl (stereo not drawn)	?	-5%
60	CCC1CN(C(=O)N2CCC(C(=O)NCCc3ccc(OC)cc3OC)CC2)c2cc(C)ccc2O1 (stereo not drawn)	-17%	-5%[57.5 µM]

Carrying on:
#	SMILES	AID inhibitor	UDG counter
61	CCc1ccc(C(=O)c2cn(CC(=O)Nc3ccc4c(c3)OCO4)c3ccc(OC)cc3c2=O)cc1	?	-2%
62	Cc1ccc(NC(=O)CCc2ccc(C#N)cc2)nc1	-2%	-6%
63	COc1ccc(NC(=O)CSc2nc3nc(C)c(Cc4ccc(C)cc4)c(C)n3n2)cc1OC	?	-27%
64	CCOc1ccccc1C(=O)N(Cc1sccc1C)C1CCS(=O)(=O)C1 (stereo not drawn)	11%	1%
65	CCOc1ccc(S(=O)(=O)N2CC(=O)Nc3ccccc32)cc1	-2%	-3%
66	O=C(NN=C1C2CC3CC(C2)CC1C3)c1ccc(Br)cc1	0%	-7%
67	Cc1c(-c2nsc(NC(=O)c3cccc(Cl)c3)n2)nnn1-c1ccccc1C(F)(F)F	-28%	-3%
68	C=CC[C@H](N)C(=O)O	1%	-1%
69	Cc1cc(C)c2c(n1)sc1c(=O)n(-c3ccccc3C(F)(F)F)nnc12	31%[activator]	12%
70	COc1ccc(-c2csc3ncnc(Nc4cccc(F)c4)c23)cc1	28%	-22%
71	NC(=O)c1ccccc1N=Cc1ccc(O)cc1	-6%	-7%
72	O=Cc1cc(Cl)c(O)c(Cl)c1	2%	-4%
73	CSc1ccc(/C=C2/N=C(c3cccc4ccccc34)OC2=O)cc1	-27%	2%
74	Cc1cc(OCc2nnc(SC(=O)C3CC3)n2C)cc(C)c1Cl	5%	2%
75	N=C(N)c1ccnc(Sc2nc3ccccc3[nH]2)c1	5%	0%
76	COc1ccccc1C(=O)Nc1nc2n(n1)C(c1ccc(F)cc1)C=C(c1ccc(Cl)cc1)N2 (stereo not drawn)	-26%	6%
77	CCC1CCc2c(sc(NC(=O)COCC(=O)O)c2C(=O)Nc2ccccc2C)C1 (stereo not drawn)	-6%	-3%
78	Cc1ccc(CN(C(=O)COc2ccc(F)cc2)C2CCS(=O)(=O)C2)o1 (stereo not drawn)	0%	1%
79	Cc1ccc(CNC(C)c2ccccc2)s1 (stereo not drawn)	-3%&31%	-2%&9%
80	Cc1cc(=O)oc2cc(OCC(=O)Oc3ccc4ccccc4c3)ccc12	10%	0%
81	N#C/C(=C/c1ccccc1)C(=O)OCC(=O)N1CCc2ccccc2C1	-17%	-13%
82	CCOCCCNC(=S)NC(c1ccccc1)c1ccccc1	-11%	-4%
83	Cc1ccc(Nc2nc(C(=O)N3CCC(C(=O)N(C)Cc4ccccc4)CC3)cs2)cc1	-25%	-11%
84	COc1ccc(Cl)cc1NC(=O)c1cc(C)nn1-c1ccccc1	-14%	-18%
85	CCOc1ccc(CN2C(=O)c3ccccc3Sc3ccc(C(=O)NCc4ccc5c(c4)OCO5)cc32)cc1	?	-10%
86	COc1ccccc1-c1noc(-c2ccc(NC3CCCC3)c([N+](=O)[O-])c2)n1	?	-8%
87	CCN1C(=O)c2ccccc2Sc2ccc(C(=O)NCCCN(CC(C)C)CC(C)C)cc21	?	-10%
88	Cc1cc(SCC(=O)c2ccc3c(c2)OCCO3)nc2ccccc12	-7%	-3%
89	N#Cc1ccc(NC(=O)CCC(=O)c2ccc3c(c2)CCC3)cc1	0%	-8%
90	O=C(Nc1ccc(OCc2ccccc2)cc1)c1ccc[n+]([O-])c1	1%	-1%

Next part
#	SMILES	AID inhibitor	UDG counter
91	COc1ccc(Cc2nnc(SCC(=O)Nc3ccc(Br)c(C)c3C)n2C)cc1	-9%	-3%
92	COc1cc(Br)c(C2CC(=O)Nc3cc(OC)c(OC)c(OC)c32)cc1OC (stereo not drawn)	-23%	-11%
93	O=C(Nc1ccccc1Cl)C1CCN(c2nc3ccccc3[nH]2)CC1	-2%	17%
94	COc1cccc(N2CCN(C(=O)CCS(=O)(=O)c3ccc4c(c3)oc(=O)n4C)CC2)c1	7%[57.5 µM]	-4%[57.5 µM]
95	CC1CCN(c2oc(/C=C/c3ccc(F)cc3)nc2C#N)CC1	-12%&-10%	?
96	Cc1nn(-c2ccc(F)cc2)c(-n2cccc2)c1C(=O)NCCN1CCCCC1C (stereo not drawn)	-12%	-6%
97	CCOC(=O)Cc1ccc(NC(=O)N2CCSc3ccccc32)cc1	-15%	23%
98	CCOCCc1nn2c(=O)cc(COC(=O)c3ccc(NC(=O)c4cccs4)cc3)nc2s1	15%	-15%
99	Cc1ccc(Cl)cc1N1CCN(C(=O)C2CCN(S(=O)(=O)c3cn(C)cn3)CC2)CC1	-3%	4%
100	O=C(NCCNc1ccc2ccccc2n1)Nc1cccc2ccccc12	-18%	-20%
101	CCCN[C@H]1CS(=O)(=O)C[C@@H]1S(=O)(=O)c1ccccc1	-5%	-9%
102	Cc1cccc(C(=O)NC2(C(F)(F)F)C(=O)Nc3c2c(=O)[nH]c(=O)n3Cc2cccnc2)c1 (stereo not drawn)	5%	3%
103	O=C(Nc1cnc(N2CCN(c3ccccc3)CC2)c(C(=O)O)c1)c1cccs1	-3%	6%
104	Cc1cc(Cl)ccc1NC(=O)C(=O)NCc1ccco1	23%[57.5 µM]	-6%[57.5 µM]
105	Cc1c(C(=O)Nc2ccccc2Br)oc2ccc(S(=O)(=O)N3CCCCC3)cc12	11%	-7%
106	Cc1cccc(C(=O)NC(=O)Nc2ccc(-n3nc(C(F)(F)F)cc3C(F)(F)F)cc2)c1	2%	3%
107	CCCCn1nc(C(=O)Nc2ccc3c(c2)CCC3)c2ccccc2c1=O	-8%	-7%
108	O=C(NCCc1ccccc1)C(=O)NCC(c1cccnc1)N1CCN(c2ccc(F)cc2)CC1 (stereo not drawn)	-11%	-5%
109	Cc1cccc(CN2CCN(S(=O)(=O)c3cn(C)nc3C)CC2)c1	6%	9%
110	Cc1ccc(-c2noc(-c3ccc(NCc4cccnc4)c([N+](=O)[O-])c3)n2)cc1	17%	-3%
111	CCCCOc1ccc(NC(=O)COc2ccccc2OC)c2cccnc12	-1%	10%

Three entries out of the list, arranged by formula weight, highest first:
#	SMILES	AID inhibitor	UDG counter
99	Cc1ccc(Cl)cc1N1CCN(C(=O)C2CCN(S(=O)(=O)c3cn(C)cn3)CC2)CC1	-3%	4%
94	COc1cccc(N2CCN(C(=O)CCS(=O)(=O)c3ccc4c(c3)oc(=O)n4C)CC2)c1	7%[57.5 µM]	-4%[57.5 µM]
103	O=C(Nc1cnc(N2CCN(c3ccccc3)CC2)c(C(=O)O)c1)c1cccs1	-3%	6%

Screening data (PubChem BioAssay)
